# Screening results as filed in PubChem BioAssay.
# Kir21 block – inhibitors of mouse Kir2.1 inward-rectifier potassium channel. Inward rectifier potassium channel 2 (Mus musculus), P35561. HEK293-Kir2.1, FluxOR thallium flux fluorescence; hits give low values. B-score at 10 µM. actives 0.85% (n = 310,000);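 active = fluorescence ratio B-score at or below minus 3 SD of library scores, with starting-brightness B-score within 2 SD, cut at about -4.2 in these data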;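 also: channel flux triggered by added potassium and thallium sulfate stimulus; B-score of peak minus minimum fluorescence over baseline after thallium stimulus; more negative B-score means stronger Kir2.1 block with less thallium influx; some compounds called inactive have numbers as strong as hits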
# Target sequence (P35561 whole entry, looked up): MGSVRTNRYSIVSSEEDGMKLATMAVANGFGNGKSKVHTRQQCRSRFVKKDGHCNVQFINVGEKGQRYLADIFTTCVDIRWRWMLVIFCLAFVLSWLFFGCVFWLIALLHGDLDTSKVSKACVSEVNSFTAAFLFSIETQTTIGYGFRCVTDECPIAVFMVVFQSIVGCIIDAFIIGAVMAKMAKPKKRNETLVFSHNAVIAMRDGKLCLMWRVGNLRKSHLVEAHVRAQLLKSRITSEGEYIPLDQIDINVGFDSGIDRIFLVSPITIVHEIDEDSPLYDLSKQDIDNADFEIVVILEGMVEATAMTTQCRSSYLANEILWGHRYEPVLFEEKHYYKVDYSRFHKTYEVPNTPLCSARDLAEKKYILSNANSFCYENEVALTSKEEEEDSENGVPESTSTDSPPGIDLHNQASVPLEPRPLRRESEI
# CHT block – inhibitors of human choline transporter CHT | CHT-expressing cells, membrane potential dye, choline response; hits give low values | B-score at 10 µM | actives 0.86% (n = 310,000) | High affinity choline transporter 1 (Homo sapiens), Q9GZV3 | AID 488975, 2010;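 active = B-score over 3 SD under the library average, and starting fluorescence ratio not unusually high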;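 also: choline stimulus applied at its EC90 after an EC20 pre-addition; B-score computed on integrated fluorescence ratio after choline addition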
# Target sequence (Q9GZV3 whole entry, looked up): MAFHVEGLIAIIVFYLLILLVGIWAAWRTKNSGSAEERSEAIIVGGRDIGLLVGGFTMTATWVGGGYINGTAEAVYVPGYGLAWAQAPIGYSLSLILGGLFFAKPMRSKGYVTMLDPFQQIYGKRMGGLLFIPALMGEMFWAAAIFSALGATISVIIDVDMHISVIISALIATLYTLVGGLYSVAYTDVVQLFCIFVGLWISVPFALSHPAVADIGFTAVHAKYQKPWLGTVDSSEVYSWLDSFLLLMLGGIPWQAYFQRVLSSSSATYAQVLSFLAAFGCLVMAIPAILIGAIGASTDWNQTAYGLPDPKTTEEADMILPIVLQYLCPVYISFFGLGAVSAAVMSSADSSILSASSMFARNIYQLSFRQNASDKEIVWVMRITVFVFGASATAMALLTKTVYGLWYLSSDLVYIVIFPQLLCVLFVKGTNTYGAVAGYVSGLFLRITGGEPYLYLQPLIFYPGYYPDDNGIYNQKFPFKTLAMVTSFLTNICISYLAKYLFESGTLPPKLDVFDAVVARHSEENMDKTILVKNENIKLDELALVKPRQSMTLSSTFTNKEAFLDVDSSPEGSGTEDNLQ
# The depositor's hits bear a star; i = inactive; . = no result given.
# The first 7 compounds, ahead of the listing:
Kir21 block	CHT block	mol
-0.05	i	O=C(c1ccccc1)[C@@H]1[C@@H](C(=O)c2ccc(F)cc2)[C@@]2(C(=O)Nc3ccccc32)[C@H]2c3ccccc3C=CN12
-0.23	i	Cc1ccc(OCCOCCNC(C)C)c(Br)c1
1.6	i	O=C(c1ccco1)N1CCN(C(c2ccccc2Cl)c2nnnn2CC2CCCO2)CC1 (stereo not given)
0.23	i	CC(=O)Nc1ccc(NC(=O)C2CC(=O)N(Cc3ccccc3)C2)cc1 (stereo not given)
-0.26	i	CCN(CCn1cccn1)C(=O)CC1C(=O)NCCN1CC1CCCCC1 (stereo not given)
0.18	i	O=C(Nc1ccncc1)c1cc(-c2ccccn2)nc2ccccc12
1.5	i	CCC(=O)Nc1ccc(-c2csc(C)n2)cc1

# The listing, from the first entry:
Kir21 block	CHT block	mol
-0.05	i	O=C(c1ccccc1)[C@@H]1[C@@H](C(=O)c2ccc(F)cc2)[C@@]2(C(=O)Nc3ccccc32)[C@H]2c3ccccc3C=CN12
-0.23	i	Cc1ccc(OCCOCCNC(C)C)c(Br)c1
1.6	i	O=C(c1ccco1)N1CCN(C(c2ccccc2Cl)c2nnnn2CC2CCCO2)CC1 (stereo not given)
0.23	i	CC(=O)Nc1ccc(NC(=O)C2CC(=O)N(Cc3ccccc3)C2)cc1 (stereo not given)
-0.26	i	CCN(CCn1cccn1)C(=O)CC1C(=O)NCCN1CC1CCCCC1 (stereo not given)
0.18	i	O=C(Nc1ccncc1)c1cc(-c2ccccn2)nc2ccccc12
1.5	i	CCC(=O)Nc1ccc(-c2csc(C)n2)cc1
-0.33	i	O=c1cc(CSc2nnnn2-c2ccccc2)[nH]c2[nH]n(-c3ccccc3)c(=O)c12
2.7	i	COc1ccc(N(CC(=O)NCC2CCCO2)C(=O)CCC(=O)Nc2nccs2)cc1 (stereo not given)
-0.34	i	CCc1c(O)cc(=O)n(-c2ccccc2)c1-c1ccccc1
1.2	i	CCc1ccc(NC(=O)CNC(=O)c2cn(-c3ccccc3OC)c(=O)c3ccccc23)cc1
-1.5	i	O=S(=O)(Cc1ccccc1)NCC1CCCO1 (stereo not given)
.	i	COC(=O)[C@H]1C[C@@H](c2ccccc2)[C@H](C)C1(C)C
-2.4	i	CCN1CCN(Cc2cccc(Oc3ccc(Cl)cc3)c2)CC1
-1.2	i	CC(=O)c1cccc(N(CC(=O)NC2CCCC2)C(=O)CNC(=O)c2cccs2)c1
-0.01	i	N#Cc1c(SCC(=O)Nc2nccs2)nc2c(c1-c1ccco1)CCCC2
-0.95	i	COc1ccccc1Nc1nc2ccccc2[nH]1
-1.2	i	Cc1ccnc(NS(=O)(=O)c2ccc(N3C(=O)Nc4ccccc4N3O)cc2)c1
2.2	i	CC(C)(C)c1cc(C(=O)NNC(=O)Nc2cccc(Cl)c2)n(Cc2ccccc2)n1
-0.17	i	CC(=O)Nc1nc(C)c(Oc2ccc(Cl)cc2Cl)c(=O)[nH]1

# Next records follow.
Kir21 block	CHT block	mol
-0.01	.	CCOCCCNC(=O)c1cn2c3c(ccc(Cl)c3c1=O)OC(C)C2 (stereo not given)
0.43	i	Cc1nc2ncnn2c(C)c1CCC(=O)N1CCCCC1
0.78	i	Cc1cc(Cl)ccc1-n1c(-c2cccnc2)n[nH]c1=S
1.9	i	Cc1ccccc1S(=O)Cc1ccc(C(=O)NC2CCN(Cc3ccccc3)CC2)o1 (stereo not given)
-0.14	i	COc1cccc(CNC2CCCc3ccccc32)c1OC (stereo not given)
0.27	i	O=C(COc1ccc(Cl)cc1)NCCCn1ccnc1
0.07	i	Cc1ccc(NC(=O)CCOc2ccccc2C)cc1F
-1.7	i	Cn1c(/C=C/c2cccc([N+](=O)[O-])c2)nc2ccccc2c1=O
-1.8	i	CCCOC(=O)C1C2C=CC(C2)C1C(=O)OCC(=O)c1ccccc1 (stereo not given)
-0.71	i	O=C(CCN1CCN(c2ccccc2)CC1)Nc1ccccc1F
-0.59	i	O=c1c2ccccc2cnn1Cc1cccc(Br)c1
-1.1	i	Cc1cc(Nc2nc3ccccc3nc2Cl)n(-c2ccccc2C)n1
0.73	i	CCN(CC)CCCNC(=O)C1c2ccccc2C(=O)N(C)C1c1ccc(OC)cc1 (stereo not given)
0.13	i	CCOC(=O)c1csc(NC(=O)c2ccc3c(c2)OCCO3)n1
1.7	i	CCn1c(SC(C)C(=O)O)nnc1-c1cccnc1 (stereo not given)
0.11	i	CC1(C)Cc2c(cnn2-c2ccc(F)cc2)C(NC(=O)C2=NNC(=O)CC2)C1 (stereo not given)
-0.14	i	Cc1cc(C)c(C(=O)OCC(=O)NC(=O)c2ccccc2)c(C)c1
-0.91	i	O=C(CCc1nc2ccccc2s1)OCc1ccccc1
0.06	i	O=C(c1ccco1)N1CCN(C(=O)c2cc(-c3ccccc3F)no2)CC1
-0.67	i	COC(=O)CCN(C(=O)c1ccc(Cl)c([N+](=O)[O-])c1)c1ccccn1

# New compounds follow.
Kir21 block	CHT block	mol
-1.2	i	CCn1c(=S)sc2c(=O)n(-c3ccccc3)c(SCC(=O)NCc3ccco3)nc21
-1.2	i	CCC1CCCCN1C(=O)CSc1nc(N)cc(N)n1 (stereo not given)
-0.53	i	Oc1ccccc1N1CCN(CC(O)COCc2ccccc2Cl)CC1 (stereo not given)
-1.1	i	CC(=O)N(Cc1nc2sc(C)c(C)c2c(=O)[nH]1)C1CCCC1
0.15	i	CCc1nnc(NC(=O)CSc2ccc(-c3ccccc3OC)nn2)s1
-2	i	CCN1C(=O)/C(=C2/Sc3ccc(OC)cc3N2C)SC1=Nc1ccc(OC)cc1
-0.4	i	CC(C)CCNC(=O)C(c1ccncc1)N(Cc1cccs1)C(=O)Cn1nnc(-c2ccc(F)cc2)n1 (stereo not given)
2.1	i	CNC(=O)C(NC(=O)c1ccccc1)=C(C)C
-0.3	i	OCC[C@@H]1C[C@H](O)[C@@H](O)[C@@]2(Cc3ccccc3CO2)O1
1.1	i	O=C(COc1ccc(F)cc1)OCCN1CCOCC1
0	i	Cn1cc(CN2CCCC(CO)(Cc3ccccc3)C2)cn1 (stereo not given)
0.92	i	O=C(c1ccc(F)cc1F)N1CCN(c2n[nH]c(=O)[nH]c2=O)CC1
-1.3	i	Cn1nnnc1Sc1ncnc2scc(-c3ccccc3)c12
-0.1	i	CC(=O)Nc1ccc(-c2csc(Nc3ccccn3)n2)cc1
1.3	i	CCN1CCN(C(=O)CN(c2cccc(Br)c2)S(=O)(=O)c2ccccc2)CC1
-1.1	i	COc1cc(C(=O)N(CCc2ccccc2)C2=CC3CCC(C2)N3C)cc(OC)c1OC (stereo not given)
-0.07	i	CCOc1ccc(CN(C)CC(=O)NCc2ccccc2)cc1
0.35	i	O=C(N/N=C1\CCCc2ccccc21)c1ccccc1[N+](=O)[O-]
0.63	i	Nn1c(SCC(=O)Nc2ccc3c(c2)OCCO3)nnc(CCC(=O)O)c1=O
0.64	i	CC(C)CC(=O)Nc1ccc([N+](=O)[O-])cc1Cl

# Continued.
Kir21 block	CHT block	mol
-0.86	i	O=C(O)Cn1nc(-c2ccccc2)oc1=O
0.61	i	O=C1c2ccccc2C(=O)N1Cc1nc2ccccc2c(=O)n1Cc1ccco1
0.01	i	Cc1ccccc1NC(=O)Cn1nnc(-c2ccc(N3CCOCC3)cc2)n1
-0.7	i	COc1ccccc1CC(NC(C)=O)C(=O)NC1CCN(S(=O)(=O)c2ccc(NC(C)=O)cc2)CC1 (stereo not given)
-0.58	i	C=CCn1c(=O)c2ccccc2n2c(SCc3cc(=O)n4ccsc4n3)nnc12
0.69	i	CC(=O)Nc1cc2nc(C)n(Cc3ccccc3)c2nc1C
0	i	Cc1c(C(=O)/C=C/N(C)C)nnn1-c1ccc(Cl)cc1C#N
-1.1	i	Cc1cccc(NC(=O)CN2C(=O)CNC2=O)c1
-1.3	i	CSCC[C@H](NC(=O)NCc1ccccc1F)C(=O)O
0.21	i	O=C(c1coc(=O)c2ccccc12)N1CCN(Cc2ccccc2)CC1
0.04	i	COc1ccc(CN2C(=O)CCC(C(=O)O)C2c2ccccc2)cc1 (stereo not given)
-1.2	i	CN1CCN(NC(=O)c2ccc(Cl)c(S(=O)(=O)Nc3ccc(Cl)cc3)c2)CC1
0.37	i	COc1cccc(/C=N/NC(=O)C(=O)NCc2cccnc2)c1O
1.4	i	CCC(=O)Nc1cc(C(F)(F)F)ccc1N1CCCC1
1.2	i	O=C1c2ccccc2N(Cc2ccc(Cl)cc2)C2=NCCN12
0.17	i	CCOc1ccccc1N1CCN(CC(=O)N(CC(C)C)c2c(N)n(CC(C)C)c(=O)[nH]c2=O)CC1
-0.68	i	O=C(CSc1nc(-c2ccccc2)c(-c2ccccc2)[nH]1)N1CCN(S(=O)(=O)c2ccccc2)CC1
-3	i	Cc1ccc(CCNC(=O)CN2C(=O)COc3ccc(S(=O)(=O)N4CCCCC4)cc32)cc1
0.07	i	CCn1cc(C(=O)OCC(=O)c2ccc(Cl)cc2)c(=O)c2ccc(C)nc21
-0.56	i	CCC(C)NS(=O)(=O)c1ccc(S(=O)(=O)N(CCc2ccc(OC)c(OC)c2)Cc2cccs2)cc1 (stereo not given)

# Complete entries, quoted from the list:
# CCC(C)NS(=O)(=O)c1ccc(S(=O)(=O)N(CCc2ccc(OC)c(OC)c2)Cc2cccs2)cc1 (stereo not given) is entered as Kir21 block: -0.56; CHT block: i
# Cc1ccccc1NC(=O)Cn1nnc(-c2ccc(N3CCOCC3)cc2)n1 is entered as Kir21 block: 0.01; CHT block: i
# CCOc1ccccc1N1CCN(CC(=O)N(CC(C)C)c2c(N)n(CC(C)C)c(=O)[nH]c2=O)CC1 is entered as Kir21 block: 0.17; CHT block: i

# (more compounds)
Kir21 block	CHT block	mol
0.54	i	COc1ccc2c(c1)C(=O)C(=O)N2
1.2	i	CCc1ccc2nc(N(CCN(C)C)C(=O)c3ccc4ccccc4c3)sc2c1
-1.8	i	CCCCC1(C(=O)OCC)CC(CSC(=N)N)OC1=O (stereo not given)
-1.2	i	Cc1nnc(SCC(=O)Nc2cc(S(C)(=O)=O)ccc2Cl)n1Cc1ccccc1
-2.3	i	C=CCOC(=O)C1=C[C@H](c2coc3ccccc3c2=O)C[C@H](OCCCCO)O1
0.33	i	Clc1ccc(C2CC(c3ccco3)n3ncnc3N2)cc1Cl (stereo not given)
0.05	i	CC/C(=N\O)c1c(O)c2c(n(-c3ccccc3)c1=O)CCCC2
0.35	i	CCc1nnc(NC(=O)CSc2nnc(Cc3ccccc3)o2)s1
0.11	i	CCCNC(=O)c1cc(SC)ccc1Cl
0.34	i	CC1=Nn2c(nc3sc4c(c3c2=O)CCCC4)SC1
-0.8	i	O=C(/C=C/c1cccs1)Nc1ccc([N+](=O)[O-])cc1
0.81	i	Cc1ccc2nc(SCC(=O)Nc3cc(C(F)(F)F)ccc3N3CCOCC3)[nH]c2c1
0.2	i	O=C(Nc1ccccc1C(=O)N1CCOCC1)C1CC(=O)N(c2ccc(F)cc2)C1 (stereo not given)
-4.3*	i	COc1c(C=O)c(CCN(C)C(=O)c2ccc(F)cc2)cc2c1OCO2
-0.28	i	CCOC(=O)C1(Cc2ccccc2)CCN(Cc2cnn(CC)c2)CC1
0.57	i	Cc1ccccc1OCC(=O)Nc1ccc([N+](=O)[O-])cc1
1.3	i	CN1CCN(C(=O)c2ccc3c(=O)n(-c4ccc(F)cc4)c(=S)[nH]c3c2)CC1
0.96	i	Cc1ccc(C(=O)OCC(=O)NC2CCCCC2)o1
0.29	i	O=C1c2ccccc2C(=O)c2c1ccc(C(=O)N1CCCCC1)c2NCCO
0.01	i	CC1CN(C(=O)CN2C(=O)NC3(CCCCCC3)C2=O)CC(C)O1 (stereo not given)

# Single entries from above:
# CC/C(=N\O)c1c(O)c2c(n(-c3ccccc3)c1=O)CCCC2 in Kir21 block is entered as 0.05
# O=C(/C=C/c1cccs1)Nc1ccc([N+](=O)[O-])cc1 in Kir21 block is entered as -0.8

# The list continues.
Kir21 block	CHT block	mol
-1.4	i	CCN1CCN(C(=O)NC(c2ccc(C)c(F)c2)C(Cl)Cl)CC1 (stereo not given)
-1	i	CCc1ccc2c(CN3CCc4cc(OC)c(OC)cc4C3)cc(=O)oc2c1
.	i	CN1C2CCC1CC(OC(=O)C(CO)c1ccccc1)C2 (stereo not given)
0.07	i	NCCCC[C@H]1CN=C(N)N1CCCCC1CCCCC1
-0.07	i	CCCCN(C(=O)Cc1cccc(F)c1)c1c(N)n(CCC)c(=O)[nH]c1=O
2.6	i	Cc1ccc(NC(=O)C2CCCN(c3ncnc4c3nc3n4CCCCC3)C2)nc1 (stereo not given)
-0.43	i	O=C(CSc1nnc(NC(=O)c2cccc(Br)c2)s1)NCC1CCCO1 (stereo not given)
2	i	Cc1cc(Nc2ccccc2N2CCOCC2)n2ncnc2n1
0.48	i	Cc1nn(-c2cc(N3CCCCC3)ccc2[N+](=O)[O-])c(=O)c2ccccc12
0.71	.	Cn1c2ccccc2c2nnc(SCCN3CCOCC3)nc21
0.44	i	Cc1ccccc1-n1c(C)nnc1SCC(=O)NC1CCCc2ccccc21 (stereo not given)
-0.66	i	COC(=O)C1=C(N)Oc2cc(C)n(Cc3cccnc3)c(=O)c2C1c1ccc(OC)c(OC)c1 (stereo not given)
0.66	i	NC(=O)CSc1nnc(COc2cccc3ccccc23)o1
-0.56	i	COc1ccc(C(=O)N=C2SC3CS(=O)(=O)CC3N2c2ccc(N(C)C)cc2)cc1OC (stereo not given)
0.01	i	COc1ccccc1C(=O)NCC(=O)OC(C)C(=O)N1CCOCC1 (stereo not given)
1.4	i	COc1ccc(OC)c(-n2c(=O)c3ccccc3c3ccccc3c2=O)c1
1.2	i	N=c1oc2ccccc2cc1-c1nc(-c2ccc(Cl)cc2)cs1
0.82	i	CC(C)c1ccc[n+](-c2nc([O-])sc2C=O)c1
-2.2	i	Cn1c(C(=O)N2CCCC(Nc3ccc(F)cc3)C2)cc2ccccc21 (stereo not given)
